Compound activity: PubChem BioAssay, several laboratories
PfHsp40 yeast – rescue of yeast from PfHsp40 toxicity, primary screen, S. cerevisiae, ATP luminescence. AID 504582, 2011. growth rescue, % at 12.5 µM. hit rate 0.68% among 340,000. S. cerevisiae expressing PfHsp40, growth rescue; in the data active means growth rescue above about 28%, passing the limit was not always enough;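 further: yeast W303a lacking pdr1 and pdr3 grown in galactose medium; growth measured after three days at 30 °C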
SSB-PriA inh – inhibitors of Klebsiella pneumoniae PriA binding to SSB C-terminal tail, primary screen, biochemical, AlphaScreen | AID 1272365, 2023 | hit rate 0.6% among 430,000 | PriA–SSB C-terminal tail interaction (Klebsiella pneumoniae) | AlphaScreen SSBct-PriA binding, biotinylated peptide | inhibition, % at 33 µM; in the data active means inhibition mostly above about 37%, no sharp cut-off; inactive means mostly below about 20%;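 further: plate controls were negative control peptide for no effect and reference peptide for full effect; strong numbers were not always called active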
Rv3671c inh – Rv3671c serine protease inhibitors, primary screen, biochemical, fluorescence polarization, M. tuberculosis H37Rv; P9WHR9; inhibition, % at 5.96 µM; hit rate 0.048% among 320,000; in the data active means inhibition above about 38%;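 further: extracellular domain of Rv3671c used as enzyme; 0% = enzyme with DMSO and 100% = no enzyme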
TcdB GH inh – TcdB glycohydrolase inhibitors, primary screen, biochemical, single point, plate reader. Toxin B (Clostridioides difficile), P18177. TcdB glycohydrolase enzymatic assay. inhibition, % at 9.99 µM. hit rate 0.24% among 350,000; in the data active means inhibition above about 10%
Vc quorum ag – inducers of Vibrio cholerae quorum light production without autoinducers, primary screen, BH1578 luxS cqsA deficient, single point | AID 588436, 2011 | activation, % at 18.7 µM | V. cholerae BH1578 lux reporter, luminescence, 6 h | hit rate 0.16% among 350,000; in the data active means activation mostly above about 9.7%, no sharp cut-off; further: not every result past the cut was called active; inactives centre near 0; reference of the scale not given here
3CLpro inhibitor – SARS-CoV 3CLpro protease inhibitors, primary screen, biochemical, quenched FRET | Replicase polyprotein 1ab (Severe acute respiratory syndrome coronavirus), P0C6X7 | recombinant SARS-CoV 3CLpro, quenched FRET peptide cleavage | inhibition, % at 6 µM | hit rate 0.14% among 290,000 | AID 1706, 2009; in the data active means inhibition above about 12%
VHR inh abs – VHR1 phosphatase inhibitors, primary screen, biochemical, absorbance, uHTS; recombinant VHR phosphatase, pNPP absorbance; inhibition, % at 13.3 µM; Dual specificity protein phosphatase 3 (Homo sapiens), P51452; hit rate 0.52% among 290,000; AID 1654, 2009; in the data active means inhibition above about 50%; further: some compounds called inactive have numbers as strong as hits
MazEF act – activators of E. coli MazEF toxin-antitoxin RNase, primary screen, biochemical, fluorescence, uHTS; FAM/BHQ RNA-DNA oligo cleavage fluorescence, 5 h; activation, % at 20 µM; hit rate 0.32% among 350,000; AID 504720, 2011; in the data active means activation above about 50%
Yp Topo-I inh – Yersinia pestis topoisomerase I inhibitors, primary screen, biochemical, cleavage product accumulation, plate reader, single point; DNA topoisomerase I (Yersinia pestis CO92); Y. pestis Topo-I cleavage product accumulation; activity, % at 10 µM; hit rate 0.064% among 360,000; in the data active means activity above about 50%, passing the limit was not always enough; further: inactives centre near 2
Anthrax LF prot – Bacillus anthracis LF protease inhibitors, primary screen, biochemical, multiplex microsphere, MLPCN library. Lethal factor (Bacillus anthracis), P15917. multiplex microsphere protease cleavage assay. inhibition, % at 10 µM. hit rate 0.12% among 360,000. AID 588501, 2011; in the data active means inhibition above about 30%; further: plate controls were buffer without enzyme for full effect and enzyme alone for no effect
* hit, by the source's call; i = inactive; . = no result given. Only part of the results is shown (hit frequency here may not be typical).

compound,Rv3671c inh,MazEF act,Yp Topo-I inh,3CLpro inhibitor,VHR inh abs,Vc quorum ag,SSB-PriA inh,PfHsp40 yeast,Anthrax LF prot,TcdB GH inh
O=P1(NC2CCCCC2)OCC2(CO1)COP(=O)(NC1CCCCC1)OC2 (stereo not given),.,3,0,.,.,i,-2,-0.7,6,1.5
COc1cccc(C2c3[nH]c4ccccc4c3CCN2C(=O)c2ccccc2F)c1OC (stereo not given),-2,-5,5,2,18,0.7,17,1.6,-4,-0.2
O=C(CCCOc1ccccc1)Nc1ncccn1,6,8,-1,4,-1,-0.2,-21,0.7,0,.
O=C(O)c1cccc([N+](=O)[O-])c1C(=O)Nc1cccc2ccccc12,-15,1,-6,-7,8,0.0,1,-0.4,5,0.0
Cc1ccc(NC(=O)CCCC2CCCCC2)c(O)c1,-3,-4,3,3,0,1.1,2,0.2,-4,1.1
CCN(CC)CCNc1ccc(CO)c2oc3ccccc3c(=O)c12,.,2,0,.,.,i,.,.,4,1.4
COc1ccc(Br)cc1C(C[N+](=O)[O-])c1c(N)n(C)c(=O)n(C)c1=O (stereo not given),8,-13,-6,7,-15,i,-7,2.1,-2,1.5
O=C(NCc1ccncc1)C1CCN(S(=O)(=O)c2ccc(Cl)c(C(F)(F)F)c2)CC1,.,-4,-3,.,.,-1.2,-13,-0.2,-1,2.8
CC1CCC2(CC1)NC(=O)N(CC(=O)N1CCN(S(=O)(=O)c3ccccc3)CC1)C2=O (stereo not given),3,6,3,1,18,-0.1,-2,0.6,1,3.8
O=C(CCS(=O)(=O)Cc1ccccc1)N1CCN(c2ccc([N+](=O)[O-])cc2)CC1,0,0,1,-3,22,i,3,0.5,0,1.7
CCOC(=O)/C(N=Nc1c(Br)cc(Br)cc1Br)=C(\C)O,3,-4,5,1,24,i,.,0.1,-13,.
O=C(Nc1ccc(Br)cc1)N1CCc2ccccc2C1,-4,4,-3,6,27,2.2,1,0.6,1,1.3
COc1cccc(CC(=O)OCC(=O)N2CCN(c3ccc(F)cc3)CC2)c1,2,-4,27,4,25,-0.7,-10,0.6,2,2.5
O=C(O)C1C2CCC(C2)C1C(=O)NCc1ccccn1 (stereo not given),3,-1,-5,4,31,-0.3,-3,-0.5,0,.
COc1ccccc1CNC(=O)c1nn(C)c2c1CS(=O)(=O)c1ccccc1-2,1,2,9,0,-2,-0.3,4,0.9,-4,-3.2
Cc1occc1-c1nnc(SCC(=O)N(C)c2ccccc2)n1C,3,-6,-8,.,.,i,-9,-0.3,-1,0.2
O=c1[nH]cnc2scc(-c3ccsc3)c12,-1,2,0,5,5,i,-3,0.7,-3,.
CC(C)CCOCc1nc2sc3c(c2c(=O)[nH]1)CCC(C)C3 (stereo not given),-7,-7,7,-2,37,i,-8,1.9,-3,1.0
O=C(/C=C/c1ccccc1)N1CCC(c2ccccc2)C1 (stereo not given),-4,-4,-2,-4,0,-1.5,8,-0.4,-4,-0.4
CC1CCCC1/C(=N/O)c1ccccc1 (stereo not given),-5,3,5,6,2,i,.,-0.1,8,0.8
CCCCc1nc2ccccc2c(=O)n1-c1ccc(Cl)cc1[N+](=O)[O-],-1,2,-6,-5,0,-1.7,9,-0.4,0,.
Cc1ccc(NC2=CC(=O)CC(C)(C)C2)cc1Cl,1,1,-7,0,-29,-0.4,-1,1.8,3,0.3
CSc1ccc(S(=O)(=O)Nc2ccc3c(c2)OCCO3)cc1,-5,-1,-3,-1,-27,-0.2,4,2.3,-3,-0.9
C[C@@H]1CN([C@H](C)CO)C(=O)c2c(c3ccccc3n2C)-c2ccccc2CO[C@H]1CN(C)Cc1ccccc1,.,-1,11,.,.,i,.,.,-5,1.9
Cc1ccc(OCc2cc(C(=O)N(C)Cc3cnc4ccccn34)no2)cc1C,0,2,36,3,-15,-1.2,7,-0.5,-4,0.7
Nc1n[nH]c(N)c1N=Nc1ccc2c(c1)OCO2,9,7,-34,-5,-26,i,8,-0.1,-13,1.6
Cc1ccc(NC(=O)CC2Oc3ccccc3NC2=O)c(C)c1 (stereo not given),5,9,-2,0,-4,-0.2,-12,0.8,-9,1.4
CCCCN1C(=O)N(c2ccccc2Cl)C(C)(O)CC1(C)C (stereo not given),9,4,23,7,10,-0.5,-10,0.8,16,0.3
CC12CCC(O)CC1CCC1C2CCC2(C)C(C(=O)CO)CCC12 (stereo not given),.,.,12,.,.,-0.1,.,.,0,0.3
Cc1ccc(-c2csc(N(C)C(=O)c3c(C)nn(-c4ccccc4)c3Cl)n2)cc1,-8,-6,-2,-2,16,i,-6,-0.3,0,1.2
COc1ccc(OC)c(-c2nc(C(=O)NC3CCN(Cc4ccccc4)CC3)cc3c2[nH]c2ccccc23)c1,-24,-49,13,3,21,-0.7,10,0.3,-6,0.8
COc1cc(Nc2c3c(nc4ccccc24)CCCC3)cc(OC)c1OC,0,-1,-1,2,-5,i,1,0.1,-1,-1.3
COc1ccc(C2CC(c3ccccc3)Nc3nc(N)nn32)cc1 (stereo not given),0,2,-1,-1,26,-0.4,3,-0.2,-9,.
Cc1cccc(Cn2c(C(C)(C)C)cc3cccnc32)c1,0,11,10,-3,-5,i,-6,1.3,-3,.
O=C(Nc1nccs1)c1cc(N2CCOCC2)nc2ccccc12,-17,6,2,1,18,-1.4,-17,0.3,1,.
CCOC(=O)C1CCN(C(=O)Cc2cccs2)CC1,-1,1,-1,-2,6,i,-12,0.4,-3,-2.2
CCc1nc2c(OCC(=O)C(C)(C)C)cccn2c1N(C)C(=O)c1ccco1,.,.,1,.,.,i,.,.,-11,-0.3
Cc1ncoc1C(=O)Nc1ccc2c(c1)OCCO2,1,3,-4,2,29,-0.1,-3,-0.7,-5,.
COc1ccc(C(C(=O)NC2CCCCC2)N(C(=O)CCl)c2cccc(Cl)c2)cc1 (stereo not given),-11,-13,9,3,5,-0.3,3,-0.7,1,0.8
O=C(O)Cc1ccc(S(=O)(=O)Nc2ccccc2C(=O)O)cc1,6,0,2,3,-5,-0.4,-16,-0.2,-7,1.9
COc1cc(C(=O)Nc2ccc(-c3nnc(-c4ccco4)o3)cc2)cc(OC)c1OC,-7,11,9,5,27,i,-20,3.9,4,.
COc1ccc(Nc2cc(C)nc3ncnn23)cc1,.,8,1,.,.,-0.4,-15,0.9,-7,0.7
COc1ccc(S(=O)(=O)N(CC(=O)N2CCN(C)CC2)c2ccc(C)cc2)cc1OC,-3,-1,-1,-3,20,-2.2,-6,-1.7,-2,.
CCCc1ccc(OCc2ccc(C(=O)N/N=C/c3cccc([N+](=O)[O-])c3)o2)c(OC)c1,-2,4,5,3,13,-1.4,.,-0.7,4,.
CC(=O)Cc1c(C(=O)O)c(C)nn1-c1ccccc1,3,4,4,7,26,i,-8,-0.2,4,1.8
Cc1nc(NCCCn2ccnc2)c2ccccc2n1,3,-2,-7,-2,-5,2.2,7,0.9,-1,.
O=C(Cc1c(F)cccc1Cl)NNC(=O)c1cccs1,21,7,-4,.,.,i,-12,0.1,-5,-3.4
Cc1c(CCO)c(=O)[nH]n1S(=O)(=O)c1ccc(Cl)cc1Cl,4,3,-1,0,37,i,-1,0.1,1,1.7
CCOC(=O)c1nc(C)n(-c2cc(Cl)ccc2Cl)n1,2,-7,2,1,10,i,-11,-0.4,-1,.
Cc1cc(C)n(CC(O)Cn2ccc3ccccc32)n1 (stereo not given),0,-5,1,-4,2,i,-6,-0.8,5,-13

(continued)
compound,Rv3671c inh,MazEF act,Yp Topo-I inh,3CLpro inhibitor,VHR inh abs,Vc quorum ag,SSB-PriA inh,PfHsp40 yeast,Anthrax LF prot,TcdB GH inh
O=S(=O)(NCc1cccnc1)c1ccccc1,1,-2,3,-3,26,i,0,0.4,-2,.
Cc1csc(NC(=O)CSc2ccc([N+](=O)[O-])cn2)n1,2,0,3,-2,6,i,4,0.4,-3,-4.5
S=C(NCc1cccnc1)Nc1cccc2ccccc12,5,-4,0,4,7,1.0,-6,0.3,-3,4.0
CCOc1ccccc1NC(=O)COC(=O)C1CC(=O)N(c2c(C)cccc2C)C1 (stereo not given),5,-7,7,2,10,-0.3,-15,-0.3,-18,1.0
CCOc1ccc(Nc2nc(NCC(=O)O)nc(N)c2[N+](=O)[O-])cc1,-3,-7,-4,0,10,i,-8,-0.8,8,-0.2
CCOc1cc(C(=O)Nc2cc3c(cc2N2CCOCC2)n(C)c(=O)n3C)cc(OCC)c1OCC,-3,8,26,-4,11,i,-4,1.1,3,-0.7

5 of the compounds above, with two lines to a compound.
Values run as follows: Rv3671c inh, MazEF act, Yp Topo-I inh, 3CLpro inhibitor, VHR inh abs, Vc quorum ag, SSB-PriA inh, PfHsp40 yeast, Anthrax LF prot, TcdB GH inh
- S=C(NCc1cccnc1)Nc1cccc2ccccc12
 : 5, -4, 0, 4, 7, 1.0, -6, 0.3, -3, 4.0
- CCOc1ccc(Nc2nc(NCC(=O)O)nc(N)c2[N+](=O)[O-])cc1
 : -3, -7, -4, 0, 10, i, -8, -0.8, 8, -0.2
- CCOc1cc(C(=O)Nc2cc3c(cc2N2CCOCC2)n(C)c(=O)n3C)cc(OCC)c1OCC
 : -3, 8, 26, -4, 11, i, -4, 1.1, 3, -0.7
- O=S(=O)(NCc1cccnc1)c1ccccc1
 : 1, -2, 3, -3, 26, i, 0, 0.4, -2, .
- Cc1csc(NC(=O)CSc2ccc([N+](=O)[O-])cn2)n1
 : 2, 0, 3, -2, 6, i, 4, 0.4, -3, -4.5
